KCNQ1 act = potentiates or activates the human KCNQ1 potassium channel; actives 0.35% (n = 310,000); CHO-K1 KCNQ1, thallium flux FluxOR fluorescence; hits give high values; P51787; B-score at 10 µM;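 active = fluorescence ratio B-score, a plate-corrected score, at least three library SD, with initial intensity B-score within 5 SD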
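Test system: CHO-K1 cells stably expressing KCNQ1 / Medium: assay buffer / Also added: depolarizing K+/Tl+ stimulus, K2SO4 and Tl2SO4 each 12.5 mM in 5x stock / Incubation: 90 min dye loading and 20 min compound exposure, both at room temperature / Signal: thallium influx via FluxOR fluorescence, kinetic imaging / Evaluation: B score of baseline-normalized fluorescence ratio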
KCNK3 block = human KCNK3 channel inhibition, primary screen. B-score at 10 µM. actives 0.84% (n = 340,000). O14649. CHO-KCNK3 thallium flux, FluxOR fluorescence; hits give low values;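 active = B-score under library mean minus 4 SD, starting fluorescence ratio at most library mean plus 5 SD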;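 note: more negative B-score means stronger inhibition of thallium flux through KCNK3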
hERG protect = shields human hERG channel from block by proarrhythmic agents | actives 0.51% (n = 310,000) | activation (rescue from dofetilide block), less the hit threshold, % at 10 µM | CHO-hERG, FluxOR thallium flux, dofetilide IC70 present;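 active = activation above the mean of controls blocked by dofetilide plus 5 SD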;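 note: thallium influx through hERG after potassium depolarization seen as dye fluorescence rise; in these data hits start at about 4.7%; inactives centre near -7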
Target sequence (Q12809 whole entry, looked up): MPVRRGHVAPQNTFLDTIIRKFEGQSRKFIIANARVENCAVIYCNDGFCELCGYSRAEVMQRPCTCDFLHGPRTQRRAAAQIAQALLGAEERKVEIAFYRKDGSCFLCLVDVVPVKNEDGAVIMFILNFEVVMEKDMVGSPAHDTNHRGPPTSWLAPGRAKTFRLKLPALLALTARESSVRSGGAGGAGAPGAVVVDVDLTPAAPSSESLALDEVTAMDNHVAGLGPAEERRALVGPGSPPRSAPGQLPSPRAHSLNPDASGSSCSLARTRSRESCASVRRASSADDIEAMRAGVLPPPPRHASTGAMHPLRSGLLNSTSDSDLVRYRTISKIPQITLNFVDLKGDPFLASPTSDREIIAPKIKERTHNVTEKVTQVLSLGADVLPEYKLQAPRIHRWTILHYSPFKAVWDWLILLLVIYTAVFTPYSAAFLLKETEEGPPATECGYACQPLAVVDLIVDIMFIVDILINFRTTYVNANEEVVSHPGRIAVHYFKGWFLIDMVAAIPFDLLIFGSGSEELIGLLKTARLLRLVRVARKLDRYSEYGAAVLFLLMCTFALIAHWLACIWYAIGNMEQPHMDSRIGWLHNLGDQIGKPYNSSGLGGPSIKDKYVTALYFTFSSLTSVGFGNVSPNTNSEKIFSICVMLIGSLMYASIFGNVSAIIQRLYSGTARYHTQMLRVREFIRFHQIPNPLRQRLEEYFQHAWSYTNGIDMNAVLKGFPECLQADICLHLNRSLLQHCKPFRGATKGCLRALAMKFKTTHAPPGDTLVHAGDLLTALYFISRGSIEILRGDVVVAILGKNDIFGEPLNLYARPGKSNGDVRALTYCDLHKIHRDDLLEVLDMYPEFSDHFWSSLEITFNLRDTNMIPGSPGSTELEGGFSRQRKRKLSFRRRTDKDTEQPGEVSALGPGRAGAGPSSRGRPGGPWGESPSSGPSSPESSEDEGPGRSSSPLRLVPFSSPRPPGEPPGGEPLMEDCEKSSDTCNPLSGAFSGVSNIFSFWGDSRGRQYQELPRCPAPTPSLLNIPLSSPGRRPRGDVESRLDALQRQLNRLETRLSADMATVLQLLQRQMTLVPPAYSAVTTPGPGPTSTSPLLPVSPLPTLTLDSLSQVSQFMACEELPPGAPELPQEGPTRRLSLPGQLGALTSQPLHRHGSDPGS
KCNK9 inh = blocks the human KCNK9 two-pore domain potassium channel | HEK293 KCNK9, FluxOR thallium flux fluorescence; hits give low values | B-score at 10 µM | actives 1.2% (n = 310,000) | Q9NPC2;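 active = ratio B-score over 3 SD below the library mean, with starting fluorescence within 5 SD of its mean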;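 note: negative B-score means less thallium flux so channel inhibition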
KCNQ1 inh = human KCNQ1 channel inhibition; P51787; CHO-K1 KCNQ1, FluxOR thallium flux fluorescence; hits give high values; B-score at 10 µM; actives 1.3% (n = 310,000); AID 2642;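 active = compounds whose thallium flux B-score, printed positive for inhibition, exceeds three library SD while starting fluorescence stays within three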;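 note: channel opened by potassium depolarization with thallium stimulus after 20 min compound exposure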
TRPC4 inh = blocks the mouse TRPC4 cation channel | Q9QUQ5 | HEK293 TRPC4beta/mu-opioid, DAMGO-evoked Fluo4 calcium flux; hits give low values | B-score at 10 µM | actives 0.39% (n = 300,000) | AID 2247;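 active = B-score over 3 SD under the library average, no early fluorescence shift, positive overall ratio signal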
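Assay system: HEK293 cells with stable TRPC4beta plus mu-opioid receptor expression. Dosing: single dose. Measured by: Fluo4 Ca2+ flux fluorescence. Also added: DAMGO in two steps, submaximal then maximal. Read-out: B score from integrated Fluo4 fluorescence ratio.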
TRPC4 potent = TRPC4 (mouse) allosteric potentiation; HEK293 TRPC4beta/mu-opioid, DAMGO EC20, Fluo-4 Ca2+ flux; hits give high values; Q9QUQ5; actives 0.42% (n = 310,000); B-score at 10 µM;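 active = B-score of calcium response area above 5 SD of library B-scores, with initial fluorescence ratio within 5 SD of library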;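 note: B-score of integrated fluorescence ratio over time as area under calcium response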
Platelet DG rel = modulates dense granule release in human platelets. human platelet-rich plasma, SFLLRN dense granule ATP release, luminescence. inhibition, %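 (compounds screened at 7.5 µM in platelet-rich plasma)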. actives 0.22% (n = 300,000);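 active = mean replicate score, as percent of positive control, at or above 50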
TRPC4 agonist = TRPC4 (mouse) channel activation | Q9QUQ5 | HEK293 TRPC4beta/mu-opioid, Fluo4 calcium fluorescence; hits give high values | B-score at 10 µM | actives 0.49% (n = 310,000);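 active = B-score above 5 SD of library B-scores, and initial fluorescence ratio not above library mean plus 5 SD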;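 note: positive B-score marks a calcium rise read as TRPC4 activation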
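Material: HEK293 stable line with TRPC4beta plus mu-opioid receptor; technique: Fluo4 calcium-sensitive dye fluorescence, kinetic, 1 Hz baseline; timing: Fluo4 dye loading 45 min at room temperature, 110 s recording; controls: assay buffer as low control, maximal DAMGO as high control; read-out: integrated baseline-normalised fluorescence ratio, converted to per-well B score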
PolyA inhibitor = yeast polyadenylation inhibition; S. cerevisiae SKY197-pL101 polyadenylation reporter, beta-gal luminescence; efflux-impaired pdr1/pdr3 knockout yeast; score 100 = 6 SD above DMSO; calls only at 12 µM; AID 1875; actives 0.02% (n = 300,000);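 active = lowest replicate activity score at least 50, where 100 means six control SD above control mean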;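 note: yeast exposed to compound for 9 h at 30 °C; higher score means more reporter readthrough which indicates perturbed polyadenylation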
DYRK1A inh = blocks rat Dyrk1A kinase activity | Q63470 | ADP-Glo luminescence, NFATc1 peptide | inhibition, % at 12.5 µM | actives 0.43% (n = 310,000) | AID 504441; in the data active = inhibition above about 50%;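 note: plate controls were vehicle with enzyme for no effect and no enzyme for full effect; many of its hits are not listed in these tables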
* marks the source's active call; other numbers are inactive results; i = inactive; . = no result given. Some of the compounds tested; rates above refer to the full screens.

The line under a structure holds: KCNK9 inh, KCNQ1 inh, Platelet DG rel, DYRK1A inh, TRPC4 inh, KCNQ1 act, hERG protect, TRPC4 agonist, PolyA inhibitor, TRPC4 potent, KCNK3 block
1. Nc1cccnc1Sc1cc(Cl)cc(Cl)c1
 : i, i, -1, 5, i, i, -20, i, i, i, i
2. CC1(C)CN(C(=S)Nc2ccc(F)cc2F)C1=O
 : i, i, -2, 2, i, i, -6, i, i, i, i
3. O=C(CCNC(=O)c1ccc(Br)cc1)NCC1COc2ccccc2O1 (stereo not given)
 : i, i, -14, -17, i, i, -12, i, i, i, i
4. COc1ccc(CNc2ccc(Br)cc2)cc1
 : i, i, 1, ., i, i, -10, i, i, i, i
5. CCN(CC)S(=O)(=O)c1ccc(N2CCN(C)CC2)c(NC(=O)Nc2ccc(C)cc2)c1
 : i, i, 1, -3, i, i, -7, i, i, i, i
6. CCSc1nnc(N(CCC(=O)O)CCC(=O)O)s1
 : i, i, 1, 0, i, i, -5, i, i, i, i
7. COc1ccc(CN(C(=O)/C=C/c2ccco2)C2CCS(=O)(=O)C2)cc1 (stereo not given)
 : i, i, 0, -8, i, i, -4, i, i, i, i
8. COc1ccc(NC(=O)CCC(=O)N(Cc2ccc(OC)c(OC)c2)c2nccs2)c(OC)c1
 : i, i, 1, 2, i, i, -6, i, i, i, i
9. Cc1ccc(C(=O)N/C(=C/c2ccco2)C(=O)N2CCC(C)CC2)cc1
 : i, i, -10, -8, i, i, -11, i, i, i, i
10. Cc1cc(C)nc(NC(=O)c2cccc([N+](=O)[O-])c2C)n1
 : i, i, -9, -5, i, i, -8, i, i, i, i
11. Cc1ccc(CSCC(=O)Nc2ccccc2F)cc1
 : i, i, -1, -3, i, i, -16, i, i, i, i
12. Cc1c(OCc2nn[nH]n2)ccc2c(-c3ccccc3)cc(=O)oc12
 : i, i, -4, 5, i, i, -26, i, i, i, i
13. CCCc1ccc(-c2c(C)sc(NC(=O)c3ccnn3C)c2C#N)cc1
 : i, i, 2, -1, i, i, -20, i, i, i, i
14. Cc1c(C(=O)O)cccc1-n1c(C)cc(C=O)c1C
 : i, i, 9, 5, i, i, -15, i, i, i, i
15. O=C(Nc1cc(S(=O)(=O)N2CCOCC2)ccc1N1CCOCC1)C1CCCO1 (stereo not given)
 : i, i, 3, 3, i, i, -22, i, i, i, i
16. CC1CCCN(S(=O)(=O)c2ccc3c(c2)C(C)(C)C(=O)N3C)C1 (stereo not given)
 : i, i, 1, 9, i, i, -7, i, i, i, i
17. CSCC[C@H](NC(=O)N1CCn2c1nc1ccccc12)C(=O)NCc1ccco1
 : i, i, 1, -7, i, i, -3, i, i, i, i
18. Cc1ccccc1C(=O)NNC(=O)c1ccoc1C
 : i, i, 2, 18, i, i, -10, i, i, i, i
19. COc1ccccc1/C=C(/CC(=O)NCc1ccccc1)c1nc2ccccc2s1
 : -9.7*, i, 8, 2, i, i, -16, i, i, i, i
20. O=C(Oc1cccc([N+](=O)[O-])c1)N1CCCCC1
 : i, i, -9, 1, i, i, -3, i, i, i, i
21. COc1ccc(CNC(=O)C(C)OC(=O)CCN2C(=O)C3CC=CCC3C2=O)cc1 (stereo not given)
 : i, i, -6, 9, i, i, -16, i, i, i, i
22. COc1ccccc1CN1CCNC(=O)C1CC(=O)NCC1CCOCC1 (stereo not given)
 : i, i, 10, -4, i, i, -3, i, i, i, i
23. N#CCc1ccc(OC(=O)c2cccnc2Cl)cc1
 : i, i, -1, 0, i, i, -1, i, i, i, i
24. COc1ccc(-n2c(=O)[nH]cc(C(=O)N3CCCc4ccccc43)c2=O)cc1
 : i, i, 0, 1, i, i, -11, i, i, i, i
25. Cc1sc2nc(C)n(/N=C/N(C)C)c(=O)c2c1C
 : i, i, 11, -9, i, i, -10, i, i, i, i
26. Cc1c(C)n(Cc2ccccc2)c2ccc(C(=O)NCCN3CCOCC3)cc12
 : i, i, -3, -1, i, i, -11, i, ., i, i
27. CCOC(=O)C1(CCOC)CCN(Cc2nc(C(C)C)cs2)CC1
 : i, i, -3, 4, i, i, -18, i, i, i, i
28. CC(C)(C)OC(=O)NCC1CCC(C(=O)NC[C@H](CC(=O)O)c2ccc(Cl)cc2)CC1 (stereo not given in full)
 : i, i, 1, 0, i, i, -3, i, i, i, i
29. Cc1sc(NC(=O)CSc2nnc3scc(-c4ccccc4)n23)c(C#N)c1C
 : i, i, 0, -2, i, i, -6, i, i, i, i
30. COC(=O)c1ccc(C(=O)N2CCCC(Nc3ccc(C(C)C)cc3)C2)nc1 (stereo not given)
 : i, i, -6, 5, i, i, -9, i, i, i, i
31. CCc1ccc(S(=O)(=O)/N=C2\C=C(Nc3ccc(C(=O)O)cc3)C(=O)c3ccccc32)cc1
 : i, i, 17, 36, i, i, -23, i, i, i, i
32. Cc1cc(-n2c(C)cc(C(=O)CN3C(=O)NC4(CCCCCC4)C3=O)c2C)no1
 : i, i, 1, -4, i, i, 0, i, i, i, i
33. O=C(Nc1cccc2ccccc12)/C(=C/c1ccc([N+](=O)[O-])cc1)NC(=O)c1ccccc1
 : i, i, -29, 3, i, i, -9, i, i, i, i
34. CCN(CC)S(=O)(=O)c1ccc2nc(NC(=O)c3ccco3)sc2c1
 : i, i, -1, 4, i, i, -20, i, i, i, i
35. CCCNCc1cc(OCC)c(OCC(=O)Nc2ccccc2)cc1Br
 : i, i, 1, -2, i, i, -25, i, i, i, i
36. CCOC(OCC)c1cn(Cc2ccc(C(=O)c3ccccc3)cc2)nn1
 : i, i, -2, -2, i, i, -7, i, i, i, i
37. O=S(=O)(c1ccc(C2CCCCC2)cc1)N1CCCC1
 : i, i, -1, -7, i, i, -7, i, i, i, i
38. O=C(CSc1nc(=O)n2ccccc2n1)NC1CCCCC1
 : i, i, 10, -6, i, i, -7, i, i, i, i
39. COc1ccc(OCC(=O)Nc2ccc(S(=O)(=O)N3CCOCC3)cc2)cc1
 : i, i, 17, 2, i, i, -4, i, i, i, i
40. CCN1N=C(c2ccccc2)CCC1=O
 : i, i, -9, 9, i, i, -2, i, ., i, i
41. Cc1ccccc1C(=O)NNC(=S)NC(=O)COc1ccccc1
 : i, i, 14, -27, i, i, -10, 177*, i, i, i
42. COc1ccc(CCCc2nnc(SCC(=O)N/N=C\c3ccc(O)c(OC)c3)o2)cc1C
 : i, i, 28, 0, i, i, -8, i, i, i, i
43. CCCCNC(=O)Nc1ncn[nH]1
 : i, i, 2, 1, i, i, -5, i, i, i, i
44. Cc1ccc(SC(C)C(=O)NCC(C)C)cc1 (stereo not given)
 : i, i, 8, -11, i, i, -3, i, i, i, i
45. CCOC(=O)CCP(=O)(O)C(O)c1ccc(OC)cc1 (stereo not given)
 : i, i, -3, -5, i, i, -6, i, i, i, i
46. CNC(=O)c1c(NC(=O)C2=COCCO2)sc2c1CCCC2
 : i, i, -7, 6, i, i, -11, i, i, i, i
47. COc1ccc(C(=O)OCC(=O)NCC2CCCO2)cc1S(=O)(=O)N1CCCc2ccccc21 (stereo not given)
 : i, i, -1, -7, i, i, -7, i, i, i, i
48. O=C(NCCO)Nc1ccc2nsnc2c1
 : i, i, 0, 18, i, i, -10, i, i, i, i
49. CCOC(=O)c1sc2ccccc2c1OC(=O)c1ccccc1OC
 : i, i, 0, -2, i, i, -2, i, i, i, i
50. Cc1cccc(Cn2cnc3c(nnn3Cc3ccc(Cl)cc3)c2=O)c1
 : i, i, -5, 1, i, i, -11, i, i, i, i
51. CSCCC1NC(=O)N(CC(=O)Nc2c(C(C)C)cccc2C(C)C)C1=O (stereo not given)
 : i, i, -4, 9, i, i, -9, i, i, i, i
52. Cc1ccccc1N1CC(C(=O)Nc2ccncc2)CC1=O (stereo not given)
 : i, i, 1, -1, i, i, -5, i, i, i, i
53. CC(C)(C)NC(=O)C(=O)NN=C1CCCCCCCCCCC1
 : i, i, 6, -7, i, i, -12, i, i, i, i
54. COC(=O)N(C)c1ccccc1C(=O)N1CCOCC1
 : i, i, 14, -12, i, i, -8, i, i, i, i
55. Cc1cc(=O)[nH]c(NN=C(CC(C)C)CC(C)C)n1
 : i, i, 8, 1, i, i, -5, i, i, i, i
56. COc1ccc(/C=C(\NC(=O)c2ccccc2)C(=O)N/N=C/c2sccc2C)cc1
 : i, i, -4, 3, i, i, -8, i, i, i, i
57. N#CCCCN1C(=O)C(=C(C#N)C#N)c2ccccc21
 : i, i, 1, -2, i, i, -9, i, i, i, i
58. Nc1ccc(N=Nc2ccccc2Cl)c(N)n1
 : i, i, 4, 9, i, i, -12, i, i, i, i
59. Cc1noc(C)c1COC(=O)CCc1ccc(S(=O)(=O)N2CCCCC2)cc1
 : i, i, 7, -10, i, i, -11, i, i, i, i
60. Fc1ccc(C2CC(c3ccc(F)cc3)n3ncnc3N2)cc1 (stereo not given)
 : i, i, -2, 8, i, i, -12, i, i, i, i
61. CCCN1C(=O)/C(=c2\s/c(=C3\C=Cc4ccccc4N3CC)c(=O)n2-c2ccccc2)SC1=S
 : i, i, -4, ., i, i, -7, i, i, i, .
62. O=C(N=C1SC2CS(=O)(=O)CC2N1c1ccc(Br)cc1F)C1CC1 (stereo not given)
 : i, i, 0, ., i, i, -10, i, i, i, i

6 entries from above, in transposed form:
52: Cc1ccccc1N1CC(C(=O)Nc2ccncc2)CC1=O (stereo not given)
53: CC(C)(C)NC(=O)C(=O)NN=C1CCCCCCCCCCC1
54: COC(=O)N(C)c1ccccc1C(=O)N1CCOCC1
55: Cc1cc(=O)[nH]c(NN=C(CC(C)C)CC(C)C)n1
56: COc1ccc(/C=C(\NC(=O)c2ccccc2)C(=O)N/N=C/c2sccc2C)cc1
57: N#CCCCN1C(=O)C(=C(C#N)C#N)c2ccccc21

compound no. | 52 | 53 | 54 | 55 | 56 | 57
KCNK9 inh | i | i | i | i | i | i
KCNQ1 inh | i | i | i | i | i | i
Platelet DG rel | 1 | 6 | 14 | 8 | -4 | 1
DYRK1A inh | -1 | -7 | -12 | 1 | 3 | -2
TRPC4 inh | i | i | i | i | i | i
KCNQ1 act | i | i | i | i | i | i
hERG protect | -5 | -12 | -8 | -5 | -8 | -9
TRPC4 agonist | i | i | i | i | i | i
PolyA inhibitor | i | i | i | i | i | i
TRPC4 potent | i | i | i | i | i | i
KCNK3 block | i | i | i | i | i | i
